Screening data: PubChem, NCI
NCI-60 one-dose screen, 48 h, at 10 µM unless noted. Numbers give growth in % (100 = growth as untreated, 0 = no growth, -100 = all killed).
HL-60(TB): HL-60(TB) leukemia cells; hit rate 9% among 78,000; AID 1794776; active = growth percent below 10
* marks the source's active call; other numbers are inactive results; & = joins results of further samples. An excerpt, so the mix of outcomes need not match the whole.

`CC1=C(C(=O)OC(C)C)C(c2cccc(C#N)c2)C(C(=O)OC(C)C)=C(C)N1` gave HL-60(TB) 71.
`CCC(c1ccc2cc(O)ccc2c1)C(C)(C)C(=O)O` (stereo not drawn) gave HL-60(TB) 94.
Screening Oc1cccc(Nc2nccc(-c3ccc4ccccc4c3)n2)c1 returned HL-60(TB) 0.2*.
For CCn1c(SCC(=O)Nc2cccc(C(=O)/C=C/c3cccc(O[N+](=O)[O-])c3)c2)nc2ccccc2c1=O the results were HL-60(TB) 117.
O=C(CC1c2ccccc2NC(=O)N1Cc1ccccc1)c1cnccn1 (stereo not drawn) was read as HL-60(TB) 80.
COc1ccc2c(=O)cc(-c3ccccc3)oc2c1 was read as HL-60(TB) 81.
COc1ccc(C(c2cc(OC)c(OC)c(OC)c2)N2CCCCC2)cc1 (stereo not drawn) was read as HL-60(TB) 4.4*.
`N=C1CC(=O)NN1C(=O)c1cnc2n(c1=O)CCCCC2` gave HL-60(TB) 102.
`Cc1[nH]c(C2CC(c3ccccc3)=NN2C)c(C)c1C(=O)NCC(F)(F)F` (stereo not drawn) gave HL-60(TB) 98.
Screening NCC(=O)c1cccc2ccc[n+]([O-])c12 returned HL-60(TB) 77.
Screening COc1cc2[nH]c(=S)n(-c3ccc(S(=O)(=O)Nc4ccc(Cl)nn4)cc3)c(=O)c2cc1OC returned HL-60(TB) 101.
`COc1ccc(NC(=O)/C=C(C)/C=C/C=C(C)/C=C/C2=C(C)CCCC2(C)C)cc1` gave HL-60(TB) 5.6*.
`COc1cccc(C=O)c1OC(C)=O` gave HL-60(TB) 84.
For CCOC(=O)n1cc(-c2nonc2-c2cn(C(=O)OCC)c3ccc(Br)cc23)c2cc(F)ccc21 the results were HL-60(TB) 98.
COc1ccc(CN2c3ccccc3Sc3ccccc32)c(F)c1 was read as HL-60(TB) -27*.
Screening CCOC(=O)c1cc(-c2ccc(OC)cc2)n(-c2ccc(C(=O)O)c(O)c2)c1C returned HL-60(TB) 81.
For CC1OS(=O)OC1C (stereo not drawn) the results were HL-60(TB) 90&96.
For N#Cc1nc(-c2cccc([N+](=O)[O-])c2)cc(-c2ccc(Nc3nc(N4CCCCC4)nc(N4CCCCC4)n3)cc2)c1N the results were HL-60(TB) 92.
N#Cc1nc2c(S(=O)(=O)c3ccccc3)c(N)n(Cc3cccnc3)c2nc1C#N was read as HL-60(TB) 53.
Screening COc1ccc(C2=N[C@@H](C)C(=O)c3c(nc4ccccn34)N2)cc1 returned HL-60(TB) 91.
`CC(C)CC(NC(=O)OCc1ccccc1)C(=O)NC(Cc1c[nH]c2ccccc12)C(=O)O` (stereo not drawn) gave HL-60(TB) 103.
Screening COc1ccc(/C=C/c2c(C(=O)O)cccc2[N+](=O)[O-])c(OC)c1 returned HL-60(TB) 108.
`CCOC(=O)C1CN(C(=O)OCC)C/C1=N/NC(N)=O` (stereo not drawn) gave HL-60(TB) 95.
`N#CCc1nc2c(-c3nc4ccccc4s3)c(Nc3ccccc3)sc2c(=O)[nH]1` gave HL-60(TB) 90.
O=C(O)C(=O)Cc1ccc(Br)cc1[N+](=O)[O-] was read as HL-60(TB) 111.
Screening COc1ccc(NC(=O)CN2CCN(c3cc(=O)[nH]c4ccc(F)cc34)CC2)cc1 returned HL-60(TB) 94.
Screening O=[N+]([O-])c1ccc(NCc2ccccc2)c([N+](=O)[O-])c1 returned HL-60(TB) 105.
For O=C(O)c1cccc(S(=O)(=O)O)c1 the results were HL-60(TB) 105.
Screening CC(C)C(/C=C/c1[nH]ncc1-c1cc(Cl)ccc1O)N1CCOCC1 (stereo not drawn) returned HL-60(TB) 94.
Nc1nonc1-c1nc2ccccc2o1 was read as HL-60(TB) 133.
Screening CCOc1ccc(-n2cc(-c3ccc(N(C)C)cc3)[n+]3c2CCCCC3)cc1 returned HL-60(TB) -0.3*.
NC(Cc1ccc(OC(Cn2ccnc2[N+](=O)[O-])Cn2ccnc2[N+](=O)[O-])cc1)C(=O)O (stereo not drawn) was read as HL-60(TB) 115.
Screening Cc1csc[n+]1CC(=O)c1ccccc1 returned HL-60(TB) 95.
Screening O=C(O)CN(CC(=O)O)Cc1ccccc1 returned HL-60(TB) 130&112.
For CCCCCSC1CCCC1 the results were HL-60(TB) 91.
Screening C#CC(C)(O)CC (stereo not drawn) returned HL-60(TB) 177.

6 records drawn at random from the list so far:
NC(Cc1ccc(OC(Cn2ccnc2[N+](=O)[O-])Cn2ccnc2[N+](=O)[O-])cc1)C(=O)O (stereo not drawn) was read as HL-60(TB) 115.
Screening O=[N+]([O-])c1ccc(NCc2ccccc2)c([N+](=O)[O-])c1 returned HL-60(TB) 105.
For CCCCCSC1CCCC1 the results were HL-60(TB) 91.
Screening C#CC(C)(O)CC (stereo not drawn) returned HL-60(TB) 177.
Screening Cc1csc[n+]1CC(=O)c1ccccc1 returned HL-60(TB) 95.
Nc1nonc1-c1nc2ccccc2o1 was read as HL-60(TB) 133.

Remaining list, next part:
For COc1cc(/C=N/NC(=O)c2cnn(CC(O)c3ccccc3)c2N)ccc1OC1CCCC1 (stereo not drawn) the results were HL-60(TB) 98.
`CCCCNC(C(=O)c1ccc(Cl)cc1)c1ccc(Cl)cc1` (stereo not drawn) gave HL-60(TB) 87.
Screening Cn1c(C2=C(c3c(O)c4ccccc4c(=O)n3C)C(=O)c3ccccc3C2=O)c(O)c2ccccc2c1=O returned HL-60(TB) 174.
For O=C(CCN1CC1)OCC1CC2C=CC1C2 (stereo not drawn) the results were HL-60(TB) 139.
For NC(N)=NNC(=O)Cc1ccc(Cl)cc1 the results were HL-60(TB) 94.
`COc1ccc2ccccc2c1/C=N/N1CCCCC1` gave HL-60(TB) 94.
Screening COc1cc2c(cc1OC)C(O)=CC(=O)C2=O returned HL-60(TB) 85.
Screening CCCC(=O)c1cc(O)c(O)cc1O returned HL-60(TB) 94.
Screening O=C1NC(=O)C(CSc2ccccc2)(c2ccccc2)N1 (stereo not drawn) returned HL-60(TB) 100.
O=C1CCO1 was read as HL-60(TB) 99.
For Cc1ccc(C(=O)Nc2ccc(S(=O)(=O)O)c3cc(S(=O)(=O)O)cc(S(=O)(=O)O)c23)cc1NC(=O)c1cccc(NC(=O)Nc2cccc(C(=O)Nc3cc(C(=O)Nc4ccc(S(=O)(=O)O)c5cc(S(=O)(=O)O)cc(S(=O)(=O)O)c45)ccc3C)c2)c1 the results were HL-60(TB) 109.
`COC(=O)[C@H](Cc1ccccc1)NC(=O)c1csc([C@@H](C[C@H](C(C)C)N(C)C(=O)[C@@H](NC(=O)[C@H]2CCCCN2C)C2CC2)OC(C)=O)n1` gave HL-60(TB) -43*.
For CC(C)CNCC(O)Cc1ccc(Oc2ccccc2)cc1 (stereo not drawn) the results were HL-60(TB) 61.
COc1ccc(-c2csc(Nc3ccc(F)c(F)c3)n2)cc1OC1CCCC1 was read as HL-60(TB) 96.
Screening CNC(=O)Oc1ccc(OC)cc1 returned HL-60(TB) 102.
CCOc1ccc(-n2nc(C(=O)Nc3cccc(OC)c3)nc2-c2cc(OC)c(OC)c(OC)c2)cc1 was read as HL-60(TB) 88.
Cc1c(Cc2ccccc2)c(=O)oc2c(C)c(OCc3nnc(-c4ccccc4)o3)ccc12 was read as HL-60(TB) 102.
`O=C(COC(=O)[C@H](C[Se][Se]C[C@H](NC(=O)c1ccc(Br)cc1F)C(=O)OCC(=O)c1ccc(F)cc1)NC(=O)c1ccc(Br)cc1F)c1ccc(F)cc1` gave HL-60(TB) -45*.
Screening COC(=O)C(Cc1cccc(-c2ccc(OC)nc2)c1)NC(=O)OCc1ccccc1 (stereo not drawn) returned HL-60(TB) 92.
For CC(C)c1ccc(C2=C/C(=C\c3ccc(Cl)cc3)C(=O)N2CCc2ccc(S(N)(=O)=O)cc2)cc1 the results were HL-60(TB) 93.
`CC(Cl)Cc1ccccc1` (stereo not drawn) gave HL-60(TB) 102.
C=C(C)[C@@H]1CC[C@]2(C=O)CC[C@]3(C)[C@H](CC[C@@H]4[C@@]5(C)C/C(=C/c6cccnc6)C(=O)C(C)(C)[C@@H]5CC[C@]43C)[C@@H]12 was read as HL-60(TB) 26.
Screening C=C1CCC2C3(C)COC(C)(C)OC3CCC2(C)C1C/C=C1/C(=O)OCC1OC(C)=O (stereo not drawn) returned HL-60(TB) -44*.
Screening CN1CCN(c2ccc(Nc3nc(NCCCNS(=O)(=O)c4ccc(F)cc4)c4sccc4n3)cc2)CC1 returned HL-60(TB) 29.

The last 4 entries of the part above come first, to join the parts.
`CC(Cl)Cc1ccccc1` (stereo not drawn) gave HL-60(TB) 102.
C=C(C)[C@@H]1CC[C@]2(C=O)CC[C@]3(C)[C@H](CC[C@@H]4[C@@]5(C)C/C(=C/c6cccnc6)C(=O)C(C)(C)[C@@H]5CC[C@]43C)[C@@H]12 was read as HL-60(TB) 26.
Screening C=C1CCC2C3(C)COC(C)(C)OC3CCC2(C)C1C/C=C1/C(=O)OCC1OC(C)=O (stereo not drawn) returned HL-60(TB) -44*.
Screening CN1CCN(c2ccc(Nc3nc(NCCCNS(=O)(=O)c4ccc(F)cc4)c4sccc4n3)cc2)CC1 returned HL-60(TB) 29.
`CC1COCC(C)N1` (stereo not drawn) gave HL-60(TB) 105.
Cn1c(=O)c2c(nc3n(-c4ccccc4)c(O)cn23)n(C)c1=O was read as HL-60(TB) 92.
O=C(CSC(=S)N1CCCCC1)Nc1ccccc1 was read as HL-60(TB) 100.
Screening O=C(/C=C/c1c(-c2ccc(F)cc2)nc2sccn12)c1ccc[nH]1 returned HL-60(TB) 107.
Screening O=C(O)/C(=C/c1cccc([N+](=O)[O-])c1)c1ccc(Cl)cc1 returned HL-60(TB) 112.
COc1ccc(CNC(=O)C(O)C(Cc2ccccc2)NC(=O)c2[nH]c3ccccc3c(=O)c2C)cc1OC (stereo not drawn) was read as HL-60(TB) 97.
`CC(C)(C)c1ccc(/C=C2/SC(N3CCN(c4cccc(C(F)(F)F)c4)CC3)=NC2=O)cc1` gave HL-60(TB) 99.
For COc1ccc(NC2CCC(=O)N2c2cc(Cl)cc(Cl)c2)cc1 (stereo not drawn) the results were HL-60(TB) 99.
For CN(C)/N=C/c1ccccc1O the results were HL-60(TB) 97.
`O=C1Nc2ccccc2/C1=C\c1c(-c2ccc(F)cc2)nc2ccccn12` gave HL-60(TB) 70.
For O=C1Nc2cc(Cl)ccc2/C1=C\c1ccc(OCc2ccc(F)cc2)cc1 the results were HL-60(TB) 104.
`Cc1ccc(/C=C2/C(=O)N(C)c3ccc(Br)cc32)s1` gave HL-60(TB) 99.
Screening O=C(Nc1ccc(Cl)c(C(F)(F)F)c1)c1cc(-c2ccc(F)cc2F)ccc1O returned HL-60(TB) 146.
CCc1ccc(CC)c(CC)c1CC was read as HL-60(TB) 97.
`CC(C)c1ccc(C2=C/C(=C\c3ccc(F)cc3)C(=O)N2CCc2ccc(S(N)(=O)=O)cc2)cc1` gave HL-60(TB) 92.
COc1cc2cc(NCc3cccc(Cl)c3)nc(C)c2cc1OC was read as HL-60(TB) 15.
S=C(N/N=C\c1ccc(Cl)c(Cl)c1)N/N=C/c1ccc(Cl)c(Cl)c1 was read as HL-60(TB) 103.
Screening CN1C(=O)CN=C(c2ccccc2)c2sccc21 returned HL-60(TB) 96.
Screening COc1ccc(C2=C/C(=C\c3ccc(Cl)cc3)C(=O)N2Cc2ccccc2)cc1 returned HL-60(TB) 76.
Screening O=C(Nc1ccccc1)Nc1ccc(OCC(=O)c2ccccc2)cc1 returned HL-60(TB) 90.
C=CCn1c(SCC(=O)Nc2ccc(OC)cc2)nnc1-c1cc(-c2ccc(S(C)(=O)=O)cc2)nc2ccccc12 was read as HL-60(TB) 66.
For COC(=O)OC1C(O[C@H]2C[C@H]3[C@@H]4CC=C5C[C@@H](O)CC[C@]5(C)[C@H]4CC[C@]3(C)[C@H]2[C@H](C)C(=O)CCC(C)C)OCC(O)C1OC1OCC(O)C(O)C1OC(=O)c1ccc(OC)cc1 (stereo partly drawn) the results were HL-60(TB) -22*.
For COCCCC/C(=N\OCCN)c1ccc(C(F)(F)F)cc1 the results were HL-60(TB) 122.
CCCCc1ccc(C(N)=O)nc1 was read as HL-60(TB) 88.

For reference, some entries already given.
`CC1=C(C(=O)OC(C)C)C(c2cccc(C#N)c2)C(C(=O)OC(C)C)=C(C)N1` gave HL-60(TB) 71.
`CCC(c1ccc2cc(O)ccc2c1)C(C)(C)C(=O)O` (stereo not drawn) gave HL-60(TB) 94.

Next results follow.
`C=CCSSc1ncnc2c1ncn2C1OC(CO)C(O)C1O` (stereo not drawn) gave HL-60(TB) 21.
Screening Cc1ccc(C2C(C#N)=C(N)Oc3n[nH]c(-c4ccc(Cl)cc4)c32)cc1C (stereo not drawn) returned HL-60(TB) 84.
`C=CC(=O)N[C@@H](Cc1ccc(-c2cc(Cl)cc(Cl)c2)cc1)[C@@H](O)[C@H](O)C(=O)OCC` gave HL-60(TB) 98.
For CC1(C)C(=O)/C(=C\c2ccco2)C[C@]2(C)[C@H]3CC[C@@H]4[C@H]5[C@H](C(=O)/C=C/c6ccco6)CC[C@]5(C(=O)O)CC[C@@]4(C)[C@]3(C)CC[C@@H]12 the results were HL-60(TB) 59.
O=C1OC(c2ccc(-c3ccccc3)cc2)=C/C1=C/c1c(Cl)cccc1Cl was read as HL-60(TB) 78.
CC(C)Cc1ccc(C(C)C(=O)OC2CC(C)(C)N([O])C(C)(C)C2)cc1 (stereo not drawn) was read as HL-60(TB) 117.
For Nc1ccc(F)c(F)c1 the results were HL-60(TB) 82.
`N#C/C(=C\c1ccccc1Cl)c1cc2ccccc2[nH]1` gave HL-60(TB) 99.
Screening COc1ccc(C2CC(=O)c3cc(OC)ccc3O2)cc1 (stereo not drawn) returned HL-60(TB) 76.
CCN(CC)CCOc1ccccc1Br was read as HL-60(TB) 104.
`COc1ccc(NC(c2ccc(C(F)(F)F)cc2)c2c(C)[nH]c3ccccc23)cc1` (stereo not drawn) gave HL-60(TB) 73.
